FLuc inh = Photinus pyralis luciferase inhibition. AID 1347043. purified P. pyralis luciferase, luminescence, biochemical. Potency, µM (highest dose often 115 µM), inactives show at the highest dose activity change, negative = inhibition, actives largely listed as inhibitors. hit rate 2.5% among 76,000; further: potency means the concentration at half of the fitted maximal effect; nearly all actives have a fitted effect of over 65% in size
Target sequence (P08659 whole entry, looked up): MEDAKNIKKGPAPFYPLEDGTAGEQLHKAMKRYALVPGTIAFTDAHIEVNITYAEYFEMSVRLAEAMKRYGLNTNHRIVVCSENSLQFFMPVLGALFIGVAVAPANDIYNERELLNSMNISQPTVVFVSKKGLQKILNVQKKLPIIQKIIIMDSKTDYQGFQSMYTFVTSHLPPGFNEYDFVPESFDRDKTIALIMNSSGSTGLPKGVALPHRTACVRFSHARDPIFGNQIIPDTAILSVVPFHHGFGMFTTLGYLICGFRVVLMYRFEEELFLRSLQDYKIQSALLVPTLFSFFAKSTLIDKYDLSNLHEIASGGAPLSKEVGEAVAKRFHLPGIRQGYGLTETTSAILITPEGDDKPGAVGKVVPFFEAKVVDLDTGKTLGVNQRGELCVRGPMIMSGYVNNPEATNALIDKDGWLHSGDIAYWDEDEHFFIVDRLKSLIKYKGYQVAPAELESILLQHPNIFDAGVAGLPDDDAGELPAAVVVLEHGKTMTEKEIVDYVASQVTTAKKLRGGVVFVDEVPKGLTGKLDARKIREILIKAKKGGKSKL
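FLuc 10nM, D-luciferin 10uM, ATP 10uM, Mg acetate 10mM, Tris acetate pH 7.5, Tween/BSA; cpd qHTS; enzyme added last; CCD luminescence.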
IP6K1 inhibitor = inhibitors of human IP6K1 | AID 1645851 | hit rate 0.81% among 140,000 | activity change, % (series mostly up to about 58 µM) | IP6K1 kinase, ADP-Glo luminescence, 2 h; stronger effect = lower value; in the data active means activity change below about -25%
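ADP-Glo luminescence measures ADP made by human IP6K1 during a 2 h RT reaction with ATP/IP6 (mix at 1.3 mM/130 uM); top library doses 57.5 and 19.1 uM final.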
HEK cytotox = HEK 293 cell cytotoxicity. hit rate 6.6% among 94,000. Potency, µM (highest dose often 115 µM), for inactives: top-dose activity change, negative = cytotoxicity, hits mostly inhibitors. HEK 293 viability, ATP luminescence (CellTiter-Glo), 48-72 h; further: potency means the concentration at half of the fitted maximal effect; nearly all actives have a fitted effect of over 60% in size
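Cytotoxicity was scored by loss of ATP-coupled luminescence (CellTiter-Glo) in HEK 293 cells. Compound treatment ran 48 or 72 hr at 37 degree Celsius, 5% CO2, 95% humidity.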
GPT2 inh = GPT2 alanine aminotransferase inhibition. AID 1671188. Potency, µM (top dose mostly 57.7 µM), inactives show top-dose activity change, negative = inhibition, actives largely listed as inhibitors. Q8TD30. Recombinant GPT2, coupled pyruvate oxidase/HRP Amplex Red fluorescence. hit rate 0.25% among 100,000; further: potency means the concentration at half of the fitted maximal effect; nearly all actives have a fitted effect of over 60% in size; many of its hits are not listed in these tables
Target sequence (Q8TD30 whole entry, looked up): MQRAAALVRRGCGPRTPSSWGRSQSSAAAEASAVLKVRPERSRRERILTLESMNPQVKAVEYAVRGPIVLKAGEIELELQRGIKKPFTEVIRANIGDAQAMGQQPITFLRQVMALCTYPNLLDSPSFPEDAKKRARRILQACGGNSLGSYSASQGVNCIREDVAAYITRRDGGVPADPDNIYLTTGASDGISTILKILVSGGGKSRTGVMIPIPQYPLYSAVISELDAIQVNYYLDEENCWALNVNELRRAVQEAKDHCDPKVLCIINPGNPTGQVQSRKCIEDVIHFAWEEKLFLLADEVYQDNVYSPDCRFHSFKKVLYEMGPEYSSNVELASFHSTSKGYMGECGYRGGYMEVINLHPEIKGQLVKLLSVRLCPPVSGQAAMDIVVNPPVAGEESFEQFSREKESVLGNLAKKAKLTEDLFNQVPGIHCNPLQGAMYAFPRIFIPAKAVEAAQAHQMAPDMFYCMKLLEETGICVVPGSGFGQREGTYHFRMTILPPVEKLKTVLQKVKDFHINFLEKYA
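Recombinant GPT2 (10ng/uL) with 250uM a-KG and 2mM L-alanine, 30 min at room temperature, in HEPES pH 7.5 buffer. Pyruvate detected by pyruvate oxidase/HRP/Amplex Red fluorescence after 30 min in the dark; AOA (50uM) as positive control.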
NIH3T3 tox = kills NIH 3T3 cells. NIH 3T3 viability, CellTiter-Glo ATP luminescence, 48-72 h. Potency, µM (top dose mostly 96.7 µM), for the others: top-dose activity change, negative = cytotoxicity, actives largely listed as inhibitors. hit rate 4.3% among 94,000. AID 1345082; further: potency means the concentration at half of the fitted maximal effect; nearly all actives have a fitted effect of over 55% in size
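NIH 3T3 cells at 400 cells/well received 23 nL of compound by pintool and were incubated 48 or 72 h at 37 °C. Viability was read as ATP-coupled CellTiter-Glo luminescence.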
SNCA viab count = counter-screen for SNCA expression inhibitors: cell viability | hit rate 0.12% among 150,000 | HEK-293-SNCA-luc viability, GF-AFC fluorescence, 24 h | Potency, µM (top dose mostly 57.1 µM), for inactives: at the top dose activity change, negative = cytotoxicity, hits mostly cytotoxic;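 further: potency means the concentration at half of the fitted maximal effect; 0% = DMSO-treated cells and -100% = medium-only wells without cells; nearly all actives have a fitted effect of over 30% in size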
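HEK-293-SNCA-luc cells (1500/well) plated 24 h, then exposed 24 h to a dilution series; GF-AFC added 30 min at 37C, fluorescence 405/540 nm; normalised to medium-only and DMSO wells, Hill fit.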
SNCA expr inhib = inhibitors of alpha-synuclein (SNCA) gene expression; HEK-293 SNCA-luciferase knock-in, luminescence, 24 h; Potency, µM (doses to about 57.2 µM), inactives show at the highest dose activity change, negative = inhibition, usual class: inhibitors; hit rate 0.17% among 140,000;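 further: potency means the concentration at half of the fitted maximal effect; plate controls were DMSO cells for no effect and cell-free wells for full effect; nearly all actives have a fitted effect of over 45% in size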
Numbers without * were called inactive; i = inactive; ? = inconclusive; · = no result given; & = joins results of further samples; [ ] = remark or other dose. Unless noted, the call rests on the fitted dose curve; in most records, active means well fitted curve in the direction sought with a large enough effect; inconclusive means small, poorly fitted or top-dose-only effect, or another doubt; inactive means no such curve, though single readings can be large; an effect the other way counts as inactive or inconclusive. Unless noted, on the % scale 0 is the no-effect control and ±100 the full control effect.

nr	smiles	GPT2 inh	NIH3T3 tox	FLuc inh	SNCA expr inhib	IP6K1 inhibitor	HEK cytotox	SNCA viab count
1	Cc1ccc2c(c1)c1c(c(=O)n(-c3ccccc3C)c(=O)n1CC(=O)NCC1CCCO1)n2C (stereo not drawn)	·	·	·	7%	14	·	-22%
2	COc1cccc(C(=O)NC2CCN(C(=O)c3ccc(-c4cccs4)cc3)CC2)c1	i	-19%	·	-15%	-8	-18%	1%[12.5 µM]
3	CC(C)c1ccc(NS(=O)(=O)c2ccc3[nH]cc(C(=O)NCCc4ccccc4)c(=O)c3c2)cc1	·	·	·	-20%	-3	·	?
4	Cc1nn2c(c1-c1cccc3cn[nH]c13)N(C(=O)COc1ccccc1C(N)=O)CCC2	-14%[88.5 µM]	25µM*	1%[172 µM]	32%[activator][87.6 µM]	12	i	1%[87.6 µM]
5	CC(C)(C)CN1CCOC[C@H]1c1ncc(-c2ccc(F)cc2)[nH]1	i	?	1%[172 µM]	3%[87.6 µM]	3	?	2%[87.6 µM]
6	COc1ccc(N2CC(c3noc(-c4ccc(Cl)cc4OC)n3)CC2=O)cc1 (stereo not drawn)	i	?	-15%	18%	-5	?	6%
7	COc1cc(NC(=O)N2CCCC2c2nncn2C2CCCC2)cc(OC)c1 (stereo not drawn)	-13%	i	-4%	-24%	-3	13%	-3%
8	Cc1cccc(C)c1-c1nc(C(=O)NC(C)C)n2ccccc12	-16%[88.5 µM]	?	-9%[172 µM]	-4%[87.6 µM]	14	?	5%[87.6 µM]
9	O=C(c1ccccc1)N1CCCC2(CC(c3cccnc3)=NO2)C1 (stereo not drawn)	1%	i	·	6%	16	i	-4%
10	COCC(=O)NC1CCC12CCN(C(=O)C1CC1)CC2 (stereo not drawn)	0%	-4%	4%	-3%	8	-3%	9%
11	Cc1cccc(NC(=O)CSc2nc3c([nH]c4ccccc43)c(=O)n2-c2ccc(F)cc2)c1C	·	·	·	5%	-11	·	11%
12	O=C1CC(c2noc(-c3cc(F)ccc3F)n2)CN1c1ccc(Cl)cc1 (stereo not drawn)	3%	?	-4%	-2%	22	?	15%
13	COC(=O)CO[C@@H]1CO[C@H]2[C@@H]1OC[C@@H]2NC(=O)Nc1cccc(C(F)(F)F)c1	i	-11%[174 µM]	-1%[172 µM]	13%[87.6 µM]	-3	?	8%[87.6 µM]
14	O=C(c1cc(Br)cn2ccnc12)N1CCOCC1	3%[88.5 µM]	1%[138 µM]	3%&0%[172 µM]	42%&-2%[activator][87.6 µM]	11&-14	-2%&-2%[172 µM]	10%&13%[87.6 µM]
15	CCN1C(=O)CCN(C(=O)c2cccs2)CC12CCOCC2	-11%	0%	-3%	18%	-11	-6%	11%
16	CCCn1cc(S(=O)(=O)N[C@H](CC)C2CC(O)C2)cn1 (stereo partly drawn)	i[11.5 µM]	-2%	6%	-18%	-15	-7%	1%
17	CCc1ccccc1NC(=O)c1nnn(CC(=O)Nc2c(C)cc(C)cc2C)c1N	·	·	·	12%	-2	·	10%
18	CN1C[C@H](NCc2ccc(C(F)(F)F)cc2)CCC[C@@H](C(=O)N(C)Cc2cccnc2)CC1=O	i	-9%	5%	-7%	4	-25%	3%
19	CCOC(=O)[C@@H]1CN(C(=O)NC2CCCC2)[C@H]2c3ccc(OC)cc3O[C@@H]12	·	?	·	·	2	50µM*	·
20	O=C(Cn1cnnn1)N1CCC2(CCCNC2=O)C1 (stereo not drawn)	-12%	2%	-6%	?	9	?	-13%
21	O=C(Cn1c(=O)n(Cc2ccc(F)cc2)c(=O)c2sc3ccccc3c21)Nc1ccc(F)cc1F	·	·	·	10%	5	·	-1%
22	COCc1nnc(NC(=O)C[C@H]2NC(=O)c3ccccc3NC2=O)s1	?	i	-5%	-11%	18	22%	-2%
23	COCCC1(NS(=O)(=O)N(C)C)CCN(S(C)(=O)=O)CC1	i	-13%	-6%	-7%	-7	-9%	15%
24	CC(C)CCNC(=O)c1c(OCC2CC2)cc(=O)n2c1CCOCC2	-10%	-10%	-3%	25%	4	-6%	0%
25	COc1ccccc1CN1Cc2cc(NC(=O)c3ccc4c(c3)OCO4)ccc2OC(C)C1=O (stereo not drawn)	i	?	-17%	-9%	-9	40µM*	-1%
26	Cc1ccc(OCC(=O)Nc2ccc3nc(SCC(=O)N4CCCC4)sc3c2)cc1C	·	·	·	1%	-3	·	-9%
27	COc1ccccc1N1CCCc2ncc(C(=O)N3CCCC[C@@H]3c3ccccc3)cc21	1%[88.5 µM]	71µM*	-1%[172 µM]	?	-3	89µM*	?
28	COCCn1c(C)cc(O)c(C(c2ccccc2)N2CCN(c3ccccc3)CC2)c1=O (stereo not drawn)	·	·	·	16%	26	·	-7%
29	Cc1cccc(NC(=O)Cn2c(=O)ccc3cc(S(=O)(=O)N4CCCC4)ccc32)c1C	·	·	·	41%[activator]	-6	·	-5%
30	COc1ccccc1C(=O)Nc1nnc(SCc2cc(=O)c3cc(Cl)ccc3[nH]2)s1	·	·	·	11%	-8	·	20%
31	COc1ccc(C(=O)N2CCC(N3C(=O)C4(CCCC4)C3c3ccccc3)CC2)cc1 (stereo not drawn)	?	?	-1%	?	-6	?	-9%[12.5 µM]
32	COc1ccc(CNC(=O)CCc2c(C)c3cc4c(C)c(C)oc4cc3oc2=O)cc1	·	·	·	2%	-14	·	13%
33	Oc1c(I)cc(Cl)c2cccnc12	-6%	·	·	17%[25.6 µM]	4	·	-9%[23.9 µM]
34	CN(C)c1ccc(C(CNC(=O)c2ccccc2)N2CCc3ccccc32)cc1 (stereo not drawn)	·	·	·	126%[activator]	-4	·	-9%
35	Cc1ccc(NC(=O)C2CCN(c3nc4ccccc4nc3C(F)(F)F)CC2)cc1C	·	·	·	14%	-7	·	3%
36	CCOc1ccccc1NC(=O)CCc1nc(-c2cccc(C)c2)no1	·	·	·	-17%	2	·	4%
37	COc1ccc(-c2nn3c(=O)cc(CN4CCN(C(=O)Nc5cc(C)ccc5C)CC4)nc3s2)cc1	·	·	·	21%	-14	·	2%
38	COCc1nc(C2CC(NC(=O)CN3C(=O)NC(=O)C3(C)C)C2)cc(=O)[nH]1 (stereo not drawn)	?	-2%	0%	7%	-16	i	10%
39	Cc1cccc(-n2c(=O)c3c(c4cc(C)ccc4n3C)n(Cc3ccccc3F)c2=O)c1	·	·	·	-10%	13	·	-13%
40	COc1ccc(C2(C(=O)N3CCN(c4ncccn4)CC3)CCOCC2)cc1	-6%	i	·	1%	-21	i	1%
41	c1ccc(-c2nc(-c3ccncc3)no2)c(OC2CCN(C3CCCC3)C2)c1 (stereo not drawn)	i	?	5%	10%	-9	?	-9%
42	O=C1NC(=NC2CCCCC2)C2(CCN(Cc3ccc(F)cc3)CC2)N1c1cc(F)cc(F)c1	?	-27%	·	-12%	8	?	-7%
43	CCC(C)C(=O)N1CCC2(CC1)NCCc1c2[nH]c2ccc(OC)cc12 (stereo not drawn)	-20%	-31%	-14%	27%	-4	?	9%[12.5 µM]
44	CCOc1ccc(CCNC(=O)c2c(C)oc3ncn(CC(C)C)c(=O)c23)cc1	·	·	·	-7%	23	·	-8%
45	O=C(NC1CCCCC1)N1CC(c2nc(CCOCC3CC3)no2)C1	i	i	-1%	4%	-2	i	3%
46	CCOC(=O)N1CCc2c(sc3c2C(=O)NC(c2ccc(N(C)C)cc2)N3)C1 (stereo not drawn)	·	·	·	5%	27	·	6%
47	CCOc1ccc(-c2nnc(SCC(=O)c3ccc(Br)cc3)n2-c2ccccc2)cc1	·	·	·	1%	-3	·	12%
48	O=C(Cc1cccc(F)c1)NCC(=O)N1CCCCCNC(=O)CC1c1ccccc1 (stereo not drawn)	i	i	10%	12%	-13	-2%	3%
49	O=C(C1CCCN(S(=O)(=O)c2ccc(Br)s2)C1)N1CCN(c2ccccc2F)CC1 (stereo not drawn)	·	·	·	-2%	16	·	6%
50	Cn1c(=O)n(C)c2cc(NS(=O)(=O)c3ccccc3)c(NCc3ccccc3)cc21	·	·	·	85%[activator]	-9	·	-7%
51	CC(C)NC(=O)N(Cc1cccnc1)C1CNC1	0%	1%	0%	-26%	-10	-6%	?
52	CCNC(=O)C1C(c2cccc(NC(=O)c3ccccc3)c2)OC(=O)N1Cc1ccc(C)cc1 (stereo not drawn)	i	?	-15%	-18%	5	?	3%
53	Cc1nc2cc(C(=O)N3CCC4(CC3)c3nc[nH]c3CCN4C)ccc2s1	i	-20%	14%	11%	1	-21%	-9%
54	COc1ccc([C@@H](NC(=O)c2ccc(CSC)o2)C2CC(O)C2)cn1 (stereo partly drawn)	2%	-18%	-1%	-15%	-13	2%	-3%
55	COc1ccc2c(c1)c1c(c(=O)n(CCc3ccccc3)c(=O)n1Cc1cccc(F)c1)n2C	·	·	·	-5%	33	·	-5%
56	COc1ccc(NC(=O)O[C@@H]2CC[C@]3(C)C(CC[C@@H](O)[C@H]3CC(=O)N3CC[C@@H](O)C3)[C@]2(C)CO)cc1 (stereo partly drawn)	5%	0%	13%	-4%	-6	-7%	-2%

Part of the list above in order of number of heavy atoms, rising.
nr	smiles	GPT2 inh	NIH3T3 tox	FLuc inh	SNCA expr inhib	IP6K1 inhibitor	HEK cytotox	SNCA viab count
51	CC(C)NC(=O)N(Cc1cccnc1)C1CNC1	0%	1%	0%	-26%	-10	-6%	?
54	COc1ccc([C@@H](NC(=O)c2ccc(CSC)o2)C2CC(O)C2)cn1 (stereo partly drawn)	2%	-18%	-1%	-15%	-13	2%	-3%
49	O=C(C1CCCN(S(=O)(=O)c2ccc(Br)s2)C1)N1CCN(c2ccccc2F)CC1 (stereo not drawn)	·	·	·	-2%	16	·	6%
55	COc1ccc2c(c1)c1c(c(=O)n(CCc3ccccc3)c(=O)n1Cc1cccc(F)c1)n2C	·	·	·	-5%	33	·	-5%

Further compounds:
nr	smiles	GPT2 inh	NIH3T3 tox	FLuc inh	SNCA expr inhib	IP6K1 inhibitor	HEK cytotox	SNCA viab count
57	Cc1ccc(-n2nc(C(=O)N3CCN(c4cc(Cl)ccc4C)CC3)c(=O)n(C)c2=O)cc1	·	·	·	11%	11	·	17%
58	COC(=O)c1ccc2c(c1)N(Cc1ccc(Cl)cc1)C(=O)c1ccccc1S2	·	·	·	-5%	16	·	4%
59	O=C1CCN(Cc2ccc3c(c2)CCO3)CCOCCN1	i	-16%	-4%	6%	-5	4%	2%
60	CCCS(=O)(=O)N1CC(n2cc(C(=O)NCC3CC3)nn2)C1	-6%	i	-8%	-1%	6	3%	6%
61	CN(Cc1ccc(-c2ccccc2)cc1)C(=O)c1ccc(C(F)(F)F)cc1	i	?	-1%	-15%	-6	?	-4%
62	CCCN(c1ccccc1CC)S(=O)(=O)c1ccc2c(c1)CC(C)N2C(=O)C1CC1 (stereo not drawn)	·	·	·	?	-1	·	-17%

These rows are one share of the data; the hit share may differ from the screen's.
